High-throughput results from PubChem.
IL1B secr inh: qHTS for Inhibitors of Inflammasome Signaling: IL-1-beta AlphaLISA Primary Screen; actives 4.7% (n = 360,000); AID 743279, 2014; THP-1 LPS/ATP IL-1B secretion, AlphaLISA, 16 h; hits give low values; activity change, % at 57.5 µM; in the data active = activity change below about -50%; inconclusive = mostly about -30% to -49%; also: % is scaled to controls: 0 for no effect and ±100 for the full control effect
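THP-1 cells pretreated 1 hr with compounds (up to 57.5 uM final), then stimulated with LPS (250 ng/mL final) plus ATP (1.25 mM final); secreted IL-1B measured by AlphaLISA after 16 hr, decreased signal indicating inhibition.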
MCF10A rerep: A quantitative high throughput screen for small molecules that induce DNA re-replication in MCF 10a normal breast cells | Potency, µM (series often up to 46.1 µM), for inactives: at the highest dose activity, positive = re-replication, most hits filed as activators | actives 2.9% (n = 350,000) | MCF 10A DNA re-replication, Hoechst nuclear intensity, 48 h; also: potency is read from the fitted curve at half-maximal effect; % of control where 0% means no effect; nearly all actives have a fitted effect of over 50% in size
TGFb inhibitor: qHTS for Inhibitors of TGF-b. HepG2 CAGA-GFP TGF-b/SMAD3 reporter, GFP fluorescence, 18 h; TGF-beta stimulated, 500 pg/mL final. Potency, µM (series often up to 46.1 µM), inactives show at the highest dose activity, negative = inhibition, most hits filed as inhibitors. actives 1.2% (n = 410,000). AID 588855, 2011; also: potency is read from the fitted curve at half-maximal effect; % is scaled to controls: 0 for no effect and ±100 for the full control effect; nearly all actives have a fitted effect of over 65% in size
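Inhibition of TGF-beta-driven CAGA-GFP reporter expression in HEPG2 cells is measured by cellular GFP fluorescence after 18 h stimulation with 500 pg/mL recombinant TGF-beta in 1% FBS medium at 37 degrees C.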
Nrf2 inh: Nrf2 qHTS screen for inhibitors; A549 ARE-Fluc reporter, luciferase luminescence, 18-24 h; Potency, µM (titrated, usually from 46 µM), without a hit: top-dose activity change, negative = inhibition, hits mostly inhibitors; actives 2.1% (n = 360,000); AID 504444, 2011; also: potency is read from the fitted curve at half-maximal effect; % is scaled to controls: 0 for no effect and ±100 for the full control effect; nearly all actives have a fitted effect of over 60% in size
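Two sequential reads on A549 ARE_Fluc cells exposed to compound for 18-24 h: a CellTiter-Fluor fluorescence read for viability, then a luciferase luminescence read for Nrf2/ARE activity.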
HepG2 tox: qHTS for Inhibitors of TGF-b: Cytotox Counterscreen; HepG2 CAGA-GFP viability, ATP luminescence, 18 h; Potency, µM (doses to about 46.1 µM), for inactives: at the top dose activity change, negative = cytotoxicity, hits mostly cytotoxic; actives 0.76% (n = 410,000); also: potency is read from the fitted curve at half-maximal effect; some results filed as inactive show a strong effect at the top dose
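HepG2 CAGA-GFP cells (1000/well, DMEM with 1% FBS) received compound, then TGF-beta at 500 pg/mL final, and were incubated 18 hours at 37 degrees C. Viability was read by CellTiter-Glo luminescence. Media-only wells were set as complete cell-killing and DMSO as no toxicity.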
A549 viability: Nrf2 qHTS screen for inhibitors: counterscreen for cytotoxicity; Potency, µM (series often up to 46 µM), for the others: at the top dose activity change, negative = cytotoxicity, most hits filed as inhibitors; A549 ARE-Fluc cells, CellTiter-Fluor viability, 18-24 h; actives 0.16% (n = 390,000); AID 504648, 2011; also: potency is read from the fitted curve at half-maximal effect; % is scaled to controls: 0 for no effect and ±100 for the full control effect
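A549 ARE_Fluc cells in 5% FBS OPTI-MEM were exposed to compounds in concentration-response for 18-24 h at 37 deg C. Viability was read by CellTiter-Fluor fluorescence (Ex 405/Em 525) after 30 min, before the luciferase read.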
S2 tox: Viability Counterscreen for Primary qHTS for Inhibitors of ATXN expression; S2 cells (HEK-293 line with an ATXN2-luciferase reporter) viability, CellTiter-Fluor protease fluorescence, 24 h; Potency, µM (top dose mostly 56.7 µM), actives largely listed as cytotoxic; actives 0.49% (n = 400,000); also: potency is read from the fitted curve at half-maximal effect; nearly all actives have a fitted effect of over 40% in size
Nrf2 ARE act: qHTS of Nrf2 Activators | AREc32 ARE-luciferase reporter (MCF7-derived line), luminescence, 24 h | Potency, µM (top dose mostly 46.1 µM), for inactives: top-dose activation, usual class: activators | actives 0.31% (n = 410,000) | AID 624171, 2012; also: potency is read from the fitted curve at half-maximal effect; % of control where 0% means no effect; nearly all actives have a fitted effect of over 65% in size
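Cells of the AREc32 ARE-luciferase line are plated in OPTI-MEM containing 5% FBS and left overnight at 37 deg C. Compounds are pinned in, incubation continues 24 hr, and firefly luciferase signal is then measured.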
ATXN2 expr inh: Primary qHTS for Inhibitors of ATXN expression | HEK-293 ATXN2-luciferase reporter, luminescence, 24 h | Potency, µM (doses to about 57 µM), for the others: at the top dose activity change, negative = inhibition, hits mostly inhibitors | actives 0.72% (n = 360,000) | AID 1745845, 2022; also: potency is read from the fitted curve at half-maximal effect; % is scaled to controls: 0 for no effect and ±100 for the full control effect; nearly all actives have a fitted effect of over 55% in size
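ATXN2-luciferase reporter cells (luciferase flanked by upstream and downstream ATXN2 gene portions) were treated 24 h at 37 °C with compounds at up to 57 uM. SteadyGlo luminescence gave expression; GF-AFC fluorescence gave viability.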
Active calls of the source: *; i = inactive; ? = inconclusive; · = no result given; & = joins results of further samples; [ ] = remark or other dose. Unless noted, calls follow the shape of the dose curve; as a rule, active = well fitted curve in the direction sought with a large enough effect; inconclusive = small, poorly fitted or top-dose-only effect, or another doubt; inactive = no such curve, though single readings can be large; an effect the other way counts as inactive or inconclusive.

entry	Structure	IL1B secr inh	MCF10A rerep	TGFb inhibitor	Nrf2 inh	HepG2 tox	A549 viability	S2 tox	Nrf2 ARE act	ATXN2 expr inh
1	COc1cccc(NC(=O)Nc2nnc(Cc3ccc(F)cc3)s2)c1	-13	-4%	0%	-1%	-20%	2%	i	-0.8%	-10%
2	C/C(=N\Nc1ccccn1)c1ccc2c(c1)OCO2	-6	-6%	3%	?	-25%	-1%	i	7.3%	68%[activator]
3	CC1CCCN(CC(=O)Nc2cc(Cl)ccc2Oc2ccccc2)C1 (stereo not given)	13	18µM*	-26%	-1%	-11%	3%	i	0.3%	-9%
4	COC(=O)/C=c1\sc2ncnn2c1=O	-4	11µM*	-5%	4%	-11%	1%	i	2.3%	-2%
5	CCOC(=O)c1ccc(NC(=O)Cn2cnc(S(=O)(=O)N3CCCC3)c2)cc1	43	1%	1%&-21%	-5%&-11%	6%&-7%	0%&-1%	i	-1.3%&0.3%	-7%&0%
6	O=C1COc2ccc(C(=O)COC(=O)CNC(=O)c3ccco3)cc2N1	42	1%	1%	5%	-5%	4%	i	-0.5%	4%
7	COc1ccc(S(=O)(=O)N2CCC(n3cnc4ccccc43)CC2)cc1	-12	1%	0%	?	7%	8%	i	-0.6%	5%
8	O=C(O)c1ccc(/C=C2\SC(=Nc3ccccc3)N(c3ccccc3)C2=O)cc1	-11	-3%	-3%	-13%	-29%	-10%	i	3.8%	·
9	O=c1nc2ccccc2c2n1CC(CN1CCN(c3ccccc3F)CC1)N2 (stereo not given)	11	?	1%	-14%	-13%	-3%	i	0.2%	-4%
10	CN(C)c1cccc2c(S(=O)(=O)NC(=O)[C@H]3O[C@@H](n4cnc5c(N)ncnc54)[C@H](O)[C@@H]3O)cccc12	16	·	6%	·	5%	·	i	1.1%	12%
11	CCN(C(=O)c1ccc(C(C)(C)C)cc1)c1nnc(Cn2nnc3ccccc32)s1	-15	29%	19%	5.8µM*	-1%	?	?	4.6%	-31%
12	COc1ccc(C(CC(=O)Nc2ccc(Cl)cc2F)NC(=O)C(F)(F)F)cc1 (stereo not given)	11	2%	3%	-7%	-1%	-6%	i	0.2%	-1%
13	O=C(NCC1CCCO1)c1ccc(Cl)c(S(=O)(=O)Nc2ccccc2)c1 (stereo not given)	i	-2%	-12%	?	0%	2%	i	-0.6%	-8%
14	O=C(O)CCCCc1nc2ccccc2s1	3	1%	-3%	-28%	-7%	5%	i	-0.6%	-11%
15	CC(=O)Nc1ccc(NC(=O)c2ccc(-c3ccccc3Cl)o2)cc1	-18	?	-10%	?	-11%	-8%	?	0.3%	20%
16	O=S1(=O)CCN(C(CCO)c2cccc(C(F)(F)F)c2)CC1 (stereo not given)	6	-2%	4%	11%	4%	0%	i	-1.0%	-5%
17	O=C(Nc1ccc(NC(=O)c2ccccc2Cl)cc1)c1cccnc1	-20	-5%	9%	-24%	0%	-8%	i	-0.5%	1%
18	O=C(Nc1ccc2oc(-c3ccc(Cl)c(Cl)c3)nc2c1)c1ncn[nH]1	10	?	1%	?	-3%	-6%	?	-0.5%	2%
19	COc1ccc(N2C(S)=C(C#N)C(=O)NC2c2ccco2)cc1 (stereo not given)	4	?	-19%	-21%	-3%	16%	i	3.9%	23%
20	O=C(CS(=O)(=O)c1ccccc1)N1CCCCC1	-9	1%	0%	11%	-3%	0%	i	-0.6%	6%
21	CCC1(CC)Cc2ccccc2-c2nc(CN(C)C)[nH]c(=O)c21	-3	?	-17%	-8%	-16%	11%	i	2.0%	?
22	C[C@@H]1ON(C2CCCCC2)[C@H]2c3nc4ccccc4n3C[C@@H]12	14	-5%	13%	8%	15%	-2%	i	-0.9%	3%
23	Cc1ccc(C(=O)C(C)Oc2cccc(NC(=O)c3ccco3)c2)cc1 (stereo not given)	-17	-4%	3%	·	-2%	-2%	i	2.4%	-3%
24	CC1CCC(NS(=O)(=O)c2cccc3nsnc23)CC1 (stereo not given)	19	-1%	-13%	-8%	4%	0%	i	-0.5%	-2%
25	c1cc(CNCCCN2CCOCC2)ccn1	-8	0%	-15%	5%	-2%	-2%	i	0.2%	17%

The final five records of the part before open the next one.
entry	Structure	IL1B secr inh	MCF10A rerep	TGFb inhibitor	Nrf2 inh	HepG2 tox	A549 viability	S2 tox	Nrf2 ARE act	ATXN2 expr inh
21	CCC1(CC)Cc2ccccc2-c2nc(CN(C)C)[nH]c(=O)c21	-3	?	-17%	-8%	-16%	11%	i	2.0%	?
22	C[C@@H]1ON(C2CCCCC2)[C@H]2c3nc4ccccc4n3C[C@@H]12	14	-5%	13%	8%	15%	-2%	i	-0.9%	3%
23	Cc1ccc(C(=O)C(C)Oc2cccc(NC(=O)c3ccco3)c2)cc1 (stereo not given)	-17	-4%	3%	·	-2%	-2%	i	2.4%	-3%
24	CC1CCC(NS(=O)(=O)c2cccc3nsnc23)CC1 (stereo not given)	19	-1%	-13%	-8%	4%	0%	i	-0.5%	-2%
25	c1cc(CNCCCN2CCOCC2)ccn1	-8	0%	-15%	5%	-2%	-2%	i	0.2%	17%
26	C=CCN(C(=O)CNC(=O)c1cccs1)C(C(=O)NC(C)(C)C)c1ccccc1 (stereo not given)	0	-1%	10%	9%	9%	-5%	i	0.0%	4%
27	O=C1CCC(C(=O)N2CCCCCC2)CN1CCc1ccc(Cl)cc1 (stereo not given)	-9	0%	-2%	1%	12%	-3%	i	0.1%	9%
28	Cc1nc2cc(Cc3ccccc3)ccc2o1	19	2%	-28%	11%	-1%	-3%	i	6.2%	17%
29	Cc1ccc(NC(=O)CSc2nnc(-c3cccnc3)n2CCN2CCCCC2)cc1	0	7%	?	7%	-31%	2%	i	1.0%	-9%
30	CC(C)OCCCNC(=O)CCN1C(=O)COc2ccccc21	-10	?	-2%	30%	-2%	-4%	i	-0.5%	2%
31	COc1ccc(NC(=O)c2nc(-c3ccc(C)cc3)n3c2CCCCC3)cc1	·	·	?	-30%	-21%	-3%	·	0.8%	·
32	O=C(Nc1ccccc1)c1cccnc1NCCc1ccccc1	-8	0%	15%	14%	-5%	-2%	i	-0.1%	33%
33	COc1ccc(C(=O)Nc2ccc(-c3nnn(CC(=O)NCc4ccco4)n3)cc2)cc1	2	-4%	16%	5%	44%	7%	i	0.3%	·
34	CN1CCC(N(CCc2ccccc2)C(=O)CCC(=O)O)CC1	6	-5%	-17%	5%	7%	8%	i	0.1%	4%
35	COc1ccc(-c2cc(N3C(=O)Nc4ccccc4N3O)n[nH]2)cc1OC	-6	12%	1%	-6%	-15%	2%	i	-0.1%	-13%
36	CCOC(=O)NNC1CC(=O)N(c2ccc(OC)cc2)C1=O (stereo not given)	-13	-23%	4%	·	-25%	-5%	i	-0.5%	0%
37	O=C(Nc1nccs1)c1ccc(Br)c(S(=O)(=O)N2CCCC2)c1	-6	16%	?	?	-27%	-8%	?	0.4%	5%
38	S=C(Nc1ccccc1)Nc1ccc(Br)cc1	9	1%	?	-3%	-64%	28%	i	3.4%	·
39	O=C(COC(=O)Cc1ccccc1[N+](=O)[O-])NCc1ccc(Cl)cc1	?	-7%	-8%	-1%	-1%	2%	i	2.4%	-6%
40	COc1ccc(NC(=O)C2C(c3ccccc3)C2(Cl)Cl)c(OC)c1 (stereo not given)	?	5%	?	-7%	-6%	21%	i	-1.0%	-2%
41	C#CCOCCOCCOCCNc1nc(N2CCOCC2)nc(N2CCN(C(=O)[C@H](C)n3cc(CCC(=O)O)nn3)CC2)n1	17	-1%	11%	2%	12%	-4%	i	0.3%	8%
42	Cn1c(=O)n(C)c2cc(N3CCOCC3)c(NS(=O)(=O)c3ccc(Cl)cc3)cc21	·	·	13%	-2%	-16%	10%	i	12%	28%
43	CC(=O)NN1CCc2cc3ccc(C)cc3nc21	3	-3%	-10%	-25%	1%	6%	i	-0.5%	-23%
44	O=S(=O)(c1ccccc1)c1cccc(S(=O)(=O)N2CCCCC2)c1	-28	21%	-14%	?	-14%	-8%	i	0.4%	7%
45	CC(C)N(Cc1ccccc1)C(=O)CN1C(=O)CSc2ccc(S(=O)(=O)N3CCCC3)cc21	·	·	0%	?	-14%	-4%	·	0.0%	·
46	COc1ccc(CNC(=O)C(=O)NCC2OCCN2S(=O)(=O)c2ccc3c(c2)OCCO3)cc1 (stereo not given)	-1	0%	-6%	-20%	-16%	-7%	i	0.2%	-14%
47	CC(C)(Sc1ccc(CCN(CCCCC2CCCCC2)C(=O)NC2CCCCC2)cc1)C(=O)O	20	?	-23%	?	-39%	-14%	?	0.1%	?
48	O=C(N/N=C/c1cccnc1)c1ccccc1	26	-2%	21%	-1%	3%	-2%	i	15%	11%
49	CN(Cc1ccccc1)C(=O)Cc1ccccc1	18	3%	-3%	14%	-4%	12%	i	0.8%	·
50	CCn1nnnc1Oc1ccc(Cl)cc1	-8	3%	-17%	-16%	-33%	1%	i	-0.7%	-5%
51	COc1ccc(C2C(C(=O)Nc3ccccn3)=C(C)Nc3ncnn32)c(OC)c1 (stereo not given)	19	-1%	-1%	1%	-59%	1%	i	-0.6%	2%
52	CC[N+](C)(CC)CC(=O)OCC1C(C)C=C(C)CC1C (stereo not given)	-11	18%	-1%	5%	-20%	3%	i	-0.9%	-6%
53	CCn1c(SCC(=O)c2ccc(OC)cc2)nnc1C(C)NC(=O)c1ccc(OC)cc1 (stereo not given)	-8	-3%	16%	-6%	8%	-18%	?	2.7%	-1%
54	CC(c1ccco1)N(C(=O)c1cccc(S(=O)(=O)N(C)C)c1)c1ccccn1 (stereo not given)	27	9%	-18%	-26%	-27%	1%	i	0.2%	-1%
